# TRHR agonist = TRH receptor (human) agonism. activation, % at 2 µM. AID 493084. TRHR cells, calcium flux fluo-8, FDSS agonist mode. 0.18% of 360,000 active; in the data active = activation above about 30%; note: 0% is about no effect
#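 TRHR-expressing cells, plated overnight in medium with 10% serum, were loaded with fluo-8 calcium dye at room temperature. After a 10 s baseline, library compound was pin-added and calcium release was recorded kinetically (ex 480/em 530) as agonist response.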
# mIDH1 inhibitor = blocks human mutant IDH1 R132H enzyme | O75874 | IDH1-R132H enzyme, NADPH consumption, diaphorase/resazurin fluorescence | Potency, µM (highest dose often 76.6 µM), for the others: at the top dose activity change, negative = inhibition, usual class: inhibitors | 0.093% of 390,000 active | AID 602179; note: potency is the fitted concentration of half-maximal effect; % is set by controls: 0 for no effect and ±100 for the full control effect; nearly all actives have a fitted effect of over 65% in size
#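 IDH1-R132H (0.5 ug/mL dispensed) in pH 7.5 Tris buffer was preincubated 30 min with compound, then given a substrate mix of 0.016 mM NADPH and 2 mM alpha-KG for 80 min at room temperature; remaining NADPH was read by diaphorase/resazurin fluorescence.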
# USP1-UAF1 inh = USP1/UAF1 (human) deubiquitinase inhibition; O94782; recombinant USP1/UAF1, Ub-Rhodamine cleavage fluorescence; Potency, µM (series often up to 57.1 µM), for inactives: at the top dose activity change, negative = inhibition, hits mostly inhibitors; 0.23% of 390,000 active; AID 743255; note: potency is the fitted concentration of half-maximal effect; % is set by controls: 0 for no effect and ±100 for the full control effect; nearly all actives have a fitted effect of over 60% in size; inactives centre near -12
#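 Step one: compound is pinned into 1nM USP1/UAF1 in HEPES pH 7.8 buffer with TCEP. Step two: 15 min room-temperature incubation. Step three: Ub-Rho (150nM final) starts cleavage, tracked by fluorescence over six one-minute reads.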
# TRHR enhancer = TRH receptor (human) allosteric enhancement; TRHR cells, fluo-8 calcium fluorescence, EC20 TRH enhancement; enhancement, % at 2 µM; 0.66% of 360,000 active; AID 493056; in the data active = enhancement above about 30%; note: 0% is about no effect
#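 TRHR-expressing cells loaded with fluo-8 calcium dye were read kinetically (ex 480/em 530) during compound addition, then stimulated with an EC20 of TRH (10 nM final). Enhancement of the Gq-mediated intracellular calcium response was scored.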
# D2 antagonist = antagonists of human D2 dopamine receptor; HEK293 TREx D2 cells, calcium flux, dopamine EC80; inhibition, % at 10 µM; 2% of 340,000 active; AID 485344; in the data active = inhibition above about 30%; note: 0% is about no effect
# Target sequence (P14416 whole entry, looked up): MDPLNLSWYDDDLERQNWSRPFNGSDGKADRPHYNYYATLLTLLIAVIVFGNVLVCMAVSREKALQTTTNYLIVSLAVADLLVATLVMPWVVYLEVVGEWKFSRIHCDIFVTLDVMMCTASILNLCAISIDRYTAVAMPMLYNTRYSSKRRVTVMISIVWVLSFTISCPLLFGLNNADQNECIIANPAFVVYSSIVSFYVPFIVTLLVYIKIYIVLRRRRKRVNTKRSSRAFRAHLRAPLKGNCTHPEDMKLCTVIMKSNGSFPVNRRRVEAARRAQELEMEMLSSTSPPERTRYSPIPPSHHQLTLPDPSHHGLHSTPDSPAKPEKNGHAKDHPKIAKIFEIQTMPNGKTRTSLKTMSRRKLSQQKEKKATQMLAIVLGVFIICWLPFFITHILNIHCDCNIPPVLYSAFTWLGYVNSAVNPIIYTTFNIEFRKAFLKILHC
#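 In this primary screen, negative modulation is detected by tracking calcium flux after an EC80 dopamine challenge in inducible HEK293 T-REx D2 cells preexposed to test compound for 180 s.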
# PI4K2A block = inhibitors of human PI4K2A; Q9BTU6; purified PI4K2A, ADP-Glo luminescence, 1 h; active compounds read low; activity change, negative = inhibition, % at 76.9 µM; 0.13% of 420,000 active; in the data active = activity change below about -50%; inconclusive = mostly about -30% to -49%;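 note: -100% = wells without enzyme as full effect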
# Target sequence (Q9BTU6 whole entry, looked up): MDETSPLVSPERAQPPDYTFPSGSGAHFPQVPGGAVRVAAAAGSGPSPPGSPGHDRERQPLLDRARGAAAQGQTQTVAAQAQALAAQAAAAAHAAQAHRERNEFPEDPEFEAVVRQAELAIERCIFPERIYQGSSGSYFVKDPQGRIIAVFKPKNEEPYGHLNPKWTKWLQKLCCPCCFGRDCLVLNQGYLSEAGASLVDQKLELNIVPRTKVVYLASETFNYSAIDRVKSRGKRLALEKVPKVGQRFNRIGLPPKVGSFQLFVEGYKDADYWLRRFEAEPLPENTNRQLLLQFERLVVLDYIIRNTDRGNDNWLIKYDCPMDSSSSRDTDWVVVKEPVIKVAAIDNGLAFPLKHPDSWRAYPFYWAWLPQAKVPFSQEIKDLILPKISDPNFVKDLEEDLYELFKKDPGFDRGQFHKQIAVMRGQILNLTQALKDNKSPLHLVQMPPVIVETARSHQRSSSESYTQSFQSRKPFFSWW
#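 In this quantitative HTS, ADP production by PI4K2A was quantified luminescently after 1 h at ambient temperature; 100 microM adenosine served as plate-quality control.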
# TrxR1 substrate = rat thioredoxin reductase 1 substrate activity. purified TrxR1 substrate turnover, NADPH consumption readout. Potency, µM (series often up to 114 µM), for inactives: at the top dose activity change, negative = substrate turnover. 0.01% of 390,000 active. AID 588456; note: potency is the fitted concentration of half-maximal effect; % is set by controls: 0 for no effect and ±100 for the full control effect; nearly all actives have a fitted effect of over 50% in size
#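 Rat TrxR1, dispensed at 90 nM, was prereduced with 400 uM NADPH (final) for 5 min at ~22 deg C, then incubated with compound 15 min before 400 uM selenite. A first-read NADPH fluorescence drop versus no-compound background flagged substrates.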
# D2 agonist = D2 dopamine receptor (human) agonism; AID 485358; HEK293 T-REx D2 cells, calcium flux agonist mode; activation, % at 2 µM; 0.53% of 340,000 active;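 active = activation over 3 SD above normal in the single-dose calcium agonist read, cut at about 30% in these data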; note: 0% is about no effect
#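 Tetracycline-induced HEK293 T-REx cells with force-coupled D2 receptor, plated overnight at 30 C, loaded with no-wash calcium dye. After a 10 s baseline, compound was pin-added and calcium flux read kinetically for 180 s; calcium rises flagged agonists.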
# rTrxR1 inhibitor = rat TrxR1 inhibition | AID 588453 | Potency, µM (series often up to 114 µM), without a hit: at the top dose activity change, negative = inhibition, most hits filed as inhibitors | recombinant rTrxR1, NADPH fluorescence consumption, selenite substrate | 1% of 390,000 active; note: potency is the fitted concentration of half-maximal effect; % is set by controls: 0 for no effect and ±100 for the full control effect; nearly all actives have a fitted effect of over 65% in size
#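 Rat TrxR1 (90 nM in the dispensed reagent) was pre-reduced with 400 uM NADPH for 5 min at room temperature, then incubated with compound for 15 min. After 400 uM selenite was added, NADPH fluorescence (Ex 340/Em 450 nm) was followed for 8 min.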
# The depositor's hits bear a star; ? = inconclusive; nt = not tested or not shown; & = joins results of further samples; [ ] = remark or other dose. Unless noted, calls come from the whole dose curve; as a rule, active = well fitted inhibition curve with a large enough effect; inconclusive = small, poorly fitted or top-dose-only effect; inactive = no such curve, though single readings can be large or run the other way.
SMILES,TRHR agonist,mIDH1 inhibitor,USP1-UAF1 inh,TRHR enhancer,D2 antagonist,PI4K2A block,TrxR1 substrate,D2 agonist,rTrxR1 inhibitor
CC(C)Nc1ccc(-n2nc3ccccc3[n+]2[O-])cc1,0.8,14.6%,-1.6%,-8.0,2.2,-1.3,-14.7%,0.0,-12.4%[57.1 µM]
Cc1nnc(SCC(=O)Nc2ccc(O)cc2)c2ccccc12,-0.2,-6.9%,-4.6%,18.0,25.5,0.4,1.9%,-0.1,11.0%
Cc1ccc(-n2c(N)cc(=O)nc2SCC(=O)NC2CCCCC2)cc1C,0.3,8.5%,-6.3%,-7.5,nt,5.2,-7.2%,nt,-5.4%
CCNC(=O)N(CC)C[C@H]1N[C@@](CC)(C(=O)OC)[C@H]2C(=O)N(Cc3ccccc3)C(=O)[C@@H]12,nt,-2.0%[38.3 µM],-13.8%,nt,nt,-3.0,-2.7%,nt,5.1%
c1ccc2cc(CCO[C@H]3CCCCO3)ncc2c1,nt,-5.1%,13.7%,nt,nt,-2.9,3.8%[57.1 µM],nt,11.8%[57.1 µM]
CC(=O)Nc1ccccc1-c1nc2ccc(C(=O)N3CCN(c4cccc(C)c4)C(C)C3)cc2[nH]c1=O (centres undefined),0.4,12.2%,-2.0%,2.4,-13.4,1.8,-14.1%,0.2,?
O=C(NC1CC(=O)N(c2ccccc2)C1)C1CC1 (centres undefined),0.2,13.1%,-2.7%,-5.3,0.8,2.6,0.8%[57.1 µM],0.9,-0.3%[57.1 µM]
Cc1cccc(C2=NN(c3ccc(Br)cc3)[C@@H](C(=O)N3CCOC3=O)[C@@H]2c2ccc(F)cc2)c1,0.9,5.8%,-27.8%,8.9,-3.0,-0.3,79.0%[activator][57.1 µM],1.3,66.0%[activator][57.1 µM]
Cc1cc(NC(=O)CSc2nc(C(C)(C)C)nc3ccccc23)no1,0.1,0.4%,-23.9%,6.6,-24.3,8.0,-3.4%,-0.4,5.2%
CCOC(=O)CSc1nc(C)cc2c1C(=O)OC2,5.9,0.0%,-14.3%,7.9,-4.6,-1.3,-2.7%,-1.5,-2.7%
O=C1OC(N2CCN(C(=O)C3CCCO3)CC2)c2ccccc21 (centres undefined),0.4,-0.3%,5.6%,-1.5,-11.2,-3.2,-0.3%,0.3,?
CCC(C(=O)OC)n1cnc2c(cnn2-c2ccc(F)cc2)c1=O (centres undefined),-0.6,9.5%,-25.7%,-2.0,nt,1.0,0.7%,-0.1,3.0%
Cc1ccccc1S(=O)(=O)Cc1ccc(C(=O)NC2CCCCCC2)o1,-0.8,-2.4%,-1.8%,12.0,22.1,-0.1,-3.7%,-0.9,6.6%
Cc1csc(=O)n1CC(=O)OCC(=O)NCc1ccc(Cl)cc1Cl,-0.2,-1.5%,-10.7%,7.7,-14.8,-1.8,-1.8%,-0.7,0.7%
Cc1onc(-c2ccccc2)c1C(=O)N1CCN(c2ccccc2F)CC1,-0.8,5.1%,-14.6%,-10.7,-12.3,-1.4,2.5%,0.0,9.6%
Cc1c(C(=O)Nc2cccc(F)c2)cnn1-c1ccccc1,2.2,8.5%,-4.3%,6.5,-6.7,-2.0,2.7%[57.1 µM],1.1,11.2%[57.1 µM]
Cc1ccc(S(=O)(=O)N(C)CC(=O)Nc2ccc3c(c2)OCO3)cc1,-1.0,1.4%,-23.5%,0.0,3.7,-1.1,6.9%[57.1 µM],-0.7,2.6%[57.1 µM]
Cc1ccc(CNC(=O)C2(c3cccs3)CCOCC2)cc1,-0.2&0.5,9.4%&3.7%,-21.6%&-3.2%,3.5&17.7,nt,-2.3&1.0,-5.0%[57.1 µM],0.7,2.2%[57.1 µM]
COc1ccc(C(C(=O)NCCC(C)C)N(CCO)C(=O)c2snc(C(N)=O)c2N)cc1OC (centres undefined),0.9,7.3%,-9.5%,-4.0,nt,7.2,10.2%,nt,13.0%
COc1ccc(CCNC(=O)C2CCC(=O)N(C3CC3)C2)c(OC)c1 (centres undefined),0.9,4.8%,-3.5%,3.2,-1.5,1.8,0.4%,1.4,19.0%
CCc1ccc(C(C)NC(=O)Cn2cnc3c(=O)n(C)c(=O)n(C)c32)cc1 (centres undefined),3.1,1.3%,-3.6%,-7.2,24.3,0.1,-6.9%,0.2,9.5%
CCOc1ccc(Nc2oc(-c3cccc(Cl)c3)nc2C#N)cc1,0.3,2.8%,-7.4%,-1.0,-10.0,-5.4,2.8%,-0.3,6.2%
O=C(CN1CCN(S(=O)(=O)c2ccc(F)cc2)CC1)N1CCOCC1,0.6,1.4%,-22.2%,2.9,5.6,3.1,-9.9%,-0.5,-13.1%
Cc1ccc2c(c1)c1nnc(SCC(=O)Nc3ccccc3C(F)(F)F)nc1n2CC(=O)O,0.1,10.0%,-13.9%,2.3,1.2,-0.6,-18.4%[57.1 µM],-0.1,16.9%[57.1 µM]
Cc1ccc(C(=O)OC(C)C(=O)Nc2ccc3c(c2)OCO3)c(O)c1 (centres undefined),-0.2,2.1%,-10.4%,5.6,-7.3,-3.7,4.8%,-0.1,22.4%
CC(C)(C)OC(=O)N1CCC[C@H]1c1nnc(SCc2ccccc2)o1,-2.2,9.7%,-3.0%,-2.0,-8.3,0.1,-4.9%,-0.6,5.3%[57.1 µM]
O=c1[nH]c(CN2CCN(C/C=C/c3ccccc3)CC2)nc2ccccc12,-0.7,1.8%,-11.1%,4.5,63.4*,0.0,5.0%,29.0,0.6%
COc1ccc(C2CC(=O)C=C(NCc3ccc4c(c3)OCO4)C2)cc1 (centres undefined),0.2,1.7%,-3.4%,-9.8,-0.3,0.8,-12.4%,-0.4,-20.7%
COc1ccc(-c2nn(-c3ccccc3)cc2C(=O)Nc2ccc(C(=O)O)cc2)cc1OC,0.4,-2.8%,-8.8%,2.1,12.2,-6.6,-12.7%[57.1 µM],0.0,-9.7%[57.1 µM]
O=C(CSC1=Nc2ccccc2N=C(c2ccc(F)cc2)C1)NCc1ccccc1Cl,0.7,-5.4%,-29.4%,0.0,nt,2.3,-7.1%[57.1 µM],0.1,-7.3%[57.1 µM]
O=C(COC(=O)c1n[nH]c2ccccc12)NCCc1ccccc1,nt,-0.2%,-9.4%,nt,nt,8.5,12.1%,nt,23.2%
COc1ccc(/C(O)=C2/C(=O)C(=O)N(Cc3ccco3)C2c2cccs2)cc1 (centres undefined),-0.7,-1.7%,-3.3%,-1.9,-5.9,-2.4,3.6%[2.29 µM],-0.5,-46.6%[57.1 µM]
CN1CCCNc2nc3ccccc3nc21,1.0,4.5%,-10.8%,-4.6,6.7,-3.1,28.3%,-0.4,1.1%
Cc1oc2ccc(OCC(N)=O)cc2c1C(=O)OC(C)C,-1.0,-13.9%,2.5%,-1.6,-10.2,0.4,2.8%[57.1 µM],-0.5,-15.9%[57.1 µM]
COc1cccc(CNC(=O)COC(=O)CNC(=O)c2ccc(-c3ccccc3)cc2)c1,0.2,4.2%,-16.3%,3.4,-15.1,-0.6,-1.1%,-0.7,12.5%
COc1cccc(CN(C)C(=O)Nc2cccc(C(F)(F)F)c2)c1OC,-0.2,2.2%,-6.5%,2.2,-12.8,0.9,-3.3%,-1.0,6.0%
CCCCCN(C(=O)CCC(=O)OC(C)C(=O)c1ccc(CC)cc1)c1c(N)n(CCCC)c(=O)[nH]c1=O (centres undefined),nt,-0.4%,-2.3%,nt,nt,4.6,-18.1%,nt,-18.3%
Cc1nc2ccc(Cl)cc2c(-c2ccccc2)c1CC(=O)O,-0.9,-3.1%,-14.6%,-3.0,nt,1.6,-12.4%,nt,-5.5%
Cc1cccc(N(CC(=O)NC2CCCCC2)C(=O)CCCC(=O)Nc2ccccn2)c1,-0.4,1.1%,-6.1%,-4.9,6.0,4.4,12.9%[57.1 µM],-1.3,22.1%[57.1 µM]
O=S(=O)(NCCNS(=O)(=O)c1c(F)cccc1F)c1ccc2c(c1)OCCO2,0.5,nt,nt,2.2,nt,-2.5,14.9%[57.1 µM],nt,37.9%[activator][57.1 µM]

# Profiles as entered above. Values in the order: TRHR agonist	mIDH1 inhibitor	USP1-UAF1 inh	TRHR enhancer	D2 antagonist	PI4K2A block	TrxR1 substrate	D2 agonist	rTrxR1 inhibitor
# COc1cccc(CNC(=O)COC(=O)CNC(=O)c2ccc(-c3ccccc3)cc2)c1 is entered as 0.2	4.2%	-16.3%	3.4	-15.1	-0.6	-1.1%	-0.7	12.5%
# Cc1oc2ccc(OCC(N)=O)cc2c1C(=O)OC(C)C is entered as -1.0	-13.9%	2.5%	-1.6	-10.2	0.4	2.8%[57.1 µM]	-0.5	-15.9%[57.1 µM]
# CCCCCN(C(=O)CCC(=O)OC(C)C(=O)c1ccc(CC)cc1)c1c(N)n(CCCC)c(=O)[nH]c1=O (centres undefined) is entered as nt	-0.4%	-2.3%	nt	nt	4.6	-18.1%	nt	-18.3%
# Cc1cccc(N(CC(=O)NC2CCCCC2)C(=O)CCCC(=O)Nc2ccccn2)c1 is entered as -0.4	1.1%	-6.1%	-4.9	6.0	4.4	12.9%[57.1 µM]	-1.3	22.1%[57.1 µM]

# Structures from the list above containing a CF3 group:
SMILES,TRHR agonist,mIDH1 inhibitor,USP1-UAF1 inh,TRHR enhancer,D2 antagonist,PI4K2A block,TrxR1 substrate,D2 agonist,rTrxR1 inhibitor
Cc1ccc2c(c1)c1nnc(SCC(=O)Nc3ccccc3C(F)(F)F)nc1n2CC(=O)O,0.1,10.0%,-13.9%,2.3,1.2,-0.6,-18.4%[57.1 µM],-0.1,16.9%[57.1 µM]
COc1cccc(CN(C)C(=O)Nc2cccc(C(F)(F)F)c2)c1OC,-0.2,2.2%,-6.5%,2.2,-12.8,0.9,-3.3%,-1.0,6.0%

# From PubChem BioAssay
